# ABCG2 inh: human ABCG2 inhibition, ABCB1 as counter-screen | Q9UNQ0 | IgMXP3 cells, JC-1 efflux, flow cytometry | inhibition, % at 6.6 µM | 190,000 compounds, 0.1% hits | AID 1325;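 active = inhibition above 80%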;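 also: 0% = DMSO and 100% = nicardipine control wells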
#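 Assay system – ABCG2 IgMXP3 and barcoded ABCB1 CCRF-Adr cell mix · Input – 3 million cells/mL in well · Reagent – JC-1 fluorescent substrate · Compound – single test compound dose, 6.6 µM final · Timing – 10 min exposure at 25 °C with rotation, no wash · Detection – flow cytometry of retained JC-1 fluorescence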
# GSH bead fluor: compound fluoresces at 488/530 nm on GSH beads; GSH beads flow cytometry, compound fluorescence 488/530 nm; hits give high values; fluorescence (KMESF) at 10 µM; 190,000 compounds, 0.25% hits; in the data active = fluorescence above about 89;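 also: glutathione beads carrying GST-tagged Bcl family fusion proteins plus one bare bead set; values are compound well signal with DMSO vehicle wells as background; inactives centre near 16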
# Avidin fluor: avidin bead compound fluorescence profile | Avidin beads, compound fluorescence 488/530 nm, flow cytometry; hits give high values | fluorescence (KMESF) at 10 µM | 220,000 compounds, 0.38% hits; in the data active = fluorescence above about 47; also: inactives centre near 10
# Rab2 wt GTP: changes GTP binding to wildtype dog Rab2A, up or down | GTP binding activity, % at 10 µM | P61105 | AID 760 | GST-Rab2 wt beads, Bodipy-GTP binding, flow cytometry | 190,000 compounds, 0.19% hits;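 active = GTP binding activity at least 20 points away from 100%, either lowered or raised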;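 also: 0% = beads with excess unlabeled GTP and 100% = no-compound control corrected for plate trend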
# Pf gamet viab: P. falciparum stage V gametocyte viability inhibition; P. falciparum stage V gametocytes, ATP luminescence, 24 h; inhibition, % at 10.9 µM; 150,000 compounds, 0.065% hits;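 active = inhibition above the mean plus 3 SD of compounds within the control limits, set per campaign, cut at about 38% in these data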;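 also: 0% = DMSO wells and 100% = medium only without gametocytes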
# Cdc42 wt GTP: modulators (inhibitors or activators) of GTP binding to human Cdc42 wildtype | GST-Cdc42 beads, Bodipy-GTP binding, flow cytometry; actives lie on both sides | P60953 | 190,000 compounds, 0.2% hits | percent activity (GTP binding), % at 10 µM;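 active = percent activity GTP binding at least 20 points away from the 100% baseline, either down as inhibitor or up as activator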;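 also: median bead fluorescence of bound Bodipy-FL-GTP at 100 nM; 0% = excess unlabeled GTP control and 100% = no compound control; below 100% means less GTP binding so inhibitor and above means activator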
# HRas wt GTP bind: modulators of GTP binding to human HRas wildtype; GTP binding activity, % at 10 µM; GST-Ras wt beads, Bodipy-FL-GTP binding, flow cytometry; actives lie on both sides; 190,000 compounds, 0.14% hits; P01112;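 active = GTP binding activity at least 20% away from the 100% baseline, either lowered as inhibitor or raised as activator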;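 also: 0% = unlabeled GTP competition control and 100% = no-compound control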
# ABCB1 block: blocks JC-1 efflux by human ABCB1 transporter; P08183; CCRF-Adr cells, flow cytometry; inhibition, % at 6.6 µM; 190,000 compounds, 0.067% hits; in the data active = inhibition above about 40%;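 also: 0% = vehicle and 100% = reference inhibitor; higher value means more JC-1 retained so stronger ABCB1 efflux block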
# Target sequence (P08183 whole entry, looked up): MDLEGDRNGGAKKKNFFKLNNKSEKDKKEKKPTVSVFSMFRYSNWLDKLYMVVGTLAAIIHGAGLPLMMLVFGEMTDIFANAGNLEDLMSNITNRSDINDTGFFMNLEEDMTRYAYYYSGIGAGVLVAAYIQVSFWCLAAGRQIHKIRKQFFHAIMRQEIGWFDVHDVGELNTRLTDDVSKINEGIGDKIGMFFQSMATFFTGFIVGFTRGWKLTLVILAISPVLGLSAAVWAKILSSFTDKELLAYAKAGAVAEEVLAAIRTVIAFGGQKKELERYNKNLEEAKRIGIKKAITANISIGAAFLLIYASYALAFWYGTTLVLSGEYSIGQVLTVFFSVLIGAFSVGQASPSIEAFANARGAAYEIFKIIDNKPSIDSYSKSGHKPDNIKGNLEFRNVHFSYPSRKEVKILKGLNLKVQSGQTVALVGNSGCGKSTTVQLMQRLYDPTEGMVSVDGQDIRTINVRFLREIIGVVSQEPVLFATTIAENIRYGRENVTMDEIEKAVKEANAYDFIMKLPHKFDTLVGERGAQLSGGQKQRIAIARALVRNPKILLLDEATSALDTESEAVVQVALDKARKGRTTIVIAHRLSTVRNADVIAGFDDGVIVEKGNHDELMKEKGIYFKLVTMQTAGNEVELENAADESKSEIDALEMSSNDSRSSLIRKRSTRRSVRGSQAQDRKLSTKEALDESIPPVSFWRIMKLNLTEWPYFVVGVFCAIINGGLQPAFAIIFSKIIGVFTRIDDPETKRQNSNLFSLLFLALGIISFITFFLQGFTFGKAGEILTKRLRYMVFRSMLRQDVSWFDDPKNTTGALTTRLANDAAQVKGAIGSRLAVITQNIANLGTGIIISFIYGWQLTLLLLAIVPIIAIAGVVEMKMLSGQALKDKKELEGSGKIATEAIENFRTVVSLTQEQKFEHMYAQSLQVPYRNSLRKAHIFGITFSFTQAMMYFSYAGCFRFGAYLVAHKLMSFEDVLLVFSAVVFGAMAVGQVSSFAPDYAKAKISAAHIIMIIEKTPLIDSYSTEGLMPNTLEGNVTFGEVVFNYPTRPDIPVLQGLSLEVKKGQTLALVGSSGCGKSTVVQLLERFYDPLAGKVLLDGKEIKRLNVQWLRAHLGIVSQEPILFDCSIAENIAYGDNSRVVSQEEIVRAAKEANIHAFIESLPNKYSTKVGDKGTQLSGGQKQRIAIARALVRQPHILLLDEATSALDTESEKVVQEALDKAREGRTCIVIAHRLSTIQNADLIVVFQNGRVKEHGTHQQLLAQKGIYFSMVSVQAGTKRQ
# Rab7 wt modul: modulators of GTP binding to dog Rab7 wildtype GTPase; GST-Rab7 beads, fluorescent GTP binding, flow cytometry; actives lie on both sides; untreated = 100%, excess cold GTP = 0%; GTP binding activity (percent of control), % at 10 µM; 190,000 compounds, 0.055% hits;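 active = fluorescent GTP binding to Rab7 beads changed by at least 20 points from the 100% baseline, either direction, mostly lower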;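 also: median green fluorescence of bound Bodipy-FL-GTP per Rab7 bead population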
# Rac1 wt GTP bind: alters GTP binding to wildtype human Rac1. P63000. GST-Rac1 beads, fluorescent GTP binding, flow cytometry; actives lie on both sides; 0 = cold GTP competed, 100 = untreated. GTP binding activity (% of control), % at 10 µM. 190,000 compounds, 0.27% hits. AID 757;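 active = GTP binding activity at least 20 points away from the 100% control level, either lower or higher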
# Rac1 mut GTP: alters GTP binding to activated mutant human Rac1; percent activity (GTP binding), % at 10 µM; GST-Rac1 activated beads, fluorescent GTP binding, flow cytometry; actives lie on both sides; 100% means binding = to untreated wells; P63000; AID 764; 190,000 compounds, 0.11% hits;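 active = GTP binding at least 20 percentage points away from the 100% baseline, in either direction, so actives lie on both sides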
# * hit, by the source's call; nt = no result given.
SMILES,ABCG2 inh,GSH bead fluor,Avidin fluor,Rab2 wt GTP,Pf gamet viab,Cdc42 wt GTP,HRas wt GTP bind,ABCB1 block,Rab7 wt modul,Rac1 wt GTP bind,Rac1 mut GTP
COc1cccc(/C=N/Nc2nc3ccccc3n3cnnc23)c1O,0,8,9,80,nt,97,84,-0.3,88,86,95
CCOc1cc(C(=O)N2CCc3cc(OC)c(OC)cc3C2)ccc1OC(F)F,20,46,nt,101,0,105,101,0.1,99,110,102
CC(C)OC(=O)c1ccc(NC(=O)c2ccccc2)cc1,19,9,5,100,12,91,98,0.4,97,102,97
O=C(CSc1ncccc1C(=O)O)c1ccccc1,3,30,11,100,nt,99,102,0.3,103,103,100
COC(=O)c1cn(NC(=O)c2ccc([N+](=O)[O-])cc2Cl)c(=O)c2ccccc12,7,12,11,83,-12,86,87,0.6,91,83,87
COc1cccc(/C=C2\SC(=O)N(CCC(=O)NNC(=O)c3cccc(Cl)c3)C2=O)c1,-7,20,7,102,-13,105,102,-1.2,103,107,100
Clc1ccccc1OCc1nnc(-c2ccccc2)o1,10,20,10,94,-14,96,95,0.5,96,98,94
C(#CCN1CCOCC1)COCCOC(c1ccccc1)c1ccccc1,3,15,10,98,nt,100,100,0.6,99,100,97
COc1ccccc1Cn1c(/C=C/c2ccccc2)nc2ccccc21,4,9,4,103,2,100,103,0.9,104,105,103
CCOC(=O)c1cnn(Cc2cccc(Cl)c2)c1C,11,26,8,97,nt,94,95,0.8,95,100,92
CCOC(=O)c1cnc(NCc2ccccc2)nc1C,5,52,5,106,19,103,103,0.6,104,104,101
Cc1noc2ncnc(Oc3ccc(Cl)cc3Cl)c12,0,11,6,98,2,97,96,39,99,100,92
Cc1cc(C)c(C)c(S(=O)(=O)NNC(=O)c2cccc(S(=O)(=O)N3CCOCC3)c2)c1C,-7,7,3,101,nt,100,100,-0.4,104,102,101
Cc1cc2nnc(SCC(=O)Nc3cc(S(=O)(=O)N4CCOCC4)ccc3Cl)n2c2ccccc12,1,7,17,92,nt,99,94,3.2,99,88,95
CCOC(=O)N1CCC(N2Cc3cccc(C(=O)N4CCN(c5cccc(C)c5C)CC4)c3C2=O)CC1,0,14,11,99,0,96,97,1.3,105,99,95
COCCn1c(SC2CCOC2=O)nc2ccccc2c1=O (stereo not given),5,16,7,98,0,95,98,0.4,106,96,94
Cn1c(-c2sc3cc(C(F)(F)F)cnc3c2-c2cccnc2)n[nH]c1=S,5,31,20,101,14,98,99,0.0,99,100,100
COc1ccc(OC)c2[nH]c(=O)c(CCNS(=O)(=O)c3ccc(C)cc3)cc12,1,23,20,96,6,97,97,0.5,96,99,97
O=C(O)/C=C/C(=O)NC1CCC(CC2CCC(NC(=O)/C=C/C(=O)O)CC2)CC1 (stereo not given),0,27,14,98,nt,95,98,0.5,103,99,94
COc1ccc(CCNC(=O)CSc2nc(-c3ccco3)cc(C(F)(F)F)n2)cc1OC,46,27,11,102,4,97,100,0.8,101,98,95
CCC1(c2ccc(F)cc2)NC(=O)N(CC(=O)c2ccc[nH]2)C1=O (stereo not given),9,36,11,94,2,96,96,0.2,94,91,94
CCOc1ccccc1CNCc1ccc(F)cc1,4,15,8,104,-1,110,96,0.7,105,100,94
Cc1ccc(C2N=C(N)Nc3nc4ccccc4n32)cc1 (stereo not given),4,10,27,96,6,94,98,0.4,100,101,97
CCOC(=O)N/N=C/c1ccc(OC)c(O)c1,5,8,11,101,17,100,101,0.0,105,101,97
COc1ccc(C(=O)NC2CCCCCC2)cc1S(=O)(=O)N1CCCC1,1,15,13,96,nt,95,96,0.1,97,98,97
Cc1ccccc1N1C(=O)C2C3CC(=O)C(c4ccccc43)C2C1=O (stereo not given),1,7,3,100,-10,99,100,0.6,104,103,102
O=C(CC1C(=O)NCCN1Cc1cccc(Oc2ccccc2)c1)NCc1cccnc1 (stereo not given),4,11,12,97,2,97,100,1.8,99,101,95
CCc1ccc(NC(=O)CCNS(=O)(=O)c2cccc3nsnc23)cc1,9,30,7,95,nt,99,95,1.1,95,93,93
CC(=O)c1ccc(NC(=S)Nc2ccc(N3CCOCC3)cc2)cc1,2,13,13,94,-7,94,94,0.2,94,97,94
O=C1N(Nc2ccccc2)C(c2ccc(Br)cc2)C12CCCCC2 (stereo not given),0,20,6,100,nt,103,99,0.1,101,102,99
O=C(C(c1ccccc1)c1ccccc1)N1CCN(Cc2ccc(Br)cc2)CC1,1,15,10,103,nt,101,98,0.5,102,103,98
Cc1cccc(NC(=O)CC2S/C(=N/c3nccs3)N(C)C2=O)c1 (stereo not given),0,6,8,95,nt,99,98,0.0,95,100,93
COc1ccc(/C(C)=N/Nc2ncc(Cl)cc2Cl)c(O)c1,4,20,11,100,-21,99,101,0.1,103,102,100
c1ccc(N2CCN(c3ccccc3)C2c2cccs2)cc1,4,45,8,100,nt,101,102,0.9,99,98,97
CCN(C(=O)Nc1ccccc1OC)c1c(N)n(Cc2ccccc2)c(=O)[nH]c1=O,2,20,14,98,nt,101,100,0.2,96,101,99
CCCNC(=O)C1CCN(S(=O)(=O)c2ccc(Br)cc2)CC1,0,19,23,94,-4,98,96,0.4,95,98,91
CCN(CC)c1ncn(Cc2c(Cl)cccc2Cl)c2ncnc1-2,1,21,10,102,-7,102,101,0.7,97,101,99
C/C(CC(=O)Nc1ccc(Cl)c(C(F)(F)F)c1)=N\NC(=O)c1cccc(O)c1,-1,6,14,83,-11,91,84,-0.5,91,90,92
CCOC(=O)N1CCN(CCC(=O)Nc2ccc(C)c(Br)c2)CC1,4,65,16,101,15,104,102,0.9,98,101,98
COc1ccc(NC(=O)CN2C(=O)C(C)Oc3ccccc32)c(OC)c1 (stereo not given),3,42,9,94,4,96,97,0.8,95,98,95
O=C(Oc1ccccc1)c1cc2ccccc2o1,5,17,8,103,nt,100,103,0.9,102,105,99
CC(C)C(=O)NC(Nc1ccccc1F)C(Cl)(Cl)Cl (stereo not given),5,26,11,95,7,98,95,2.0,95,92,94
O=C(Nc1ccc(Cl)cc1)C1CCCN(S(=O)(=O)c2cnc[nH]2)C1 (stereo not given),2,13,6,101,nt,102,102,0.3,98,104,103
COC(=O)C1CCN(C(=O)Cc2ccc(Br)cc2)CC1,2,44,5,98,nt,99,99,9.7,100,100,95
Cc1cc(C)n(C(=O)c2ccc(NC(=O)C3COc4ccccc4O3)cc2)n1 (stereo not given),1,27,21,97,17,96,98,-0.1,98,93,92

# Another view of 13 compounds above.
structure | ABCG2 inh | GSH bead fluor | Avidin fluor | Rab2 wt GTP | Pf gamet viab | Cdc42 wt GTP | HRas wt GTP bind | ABCB1 block | Rab7 wt modul | Rac1 wt GTP bind | Rac1 mut GTP
O=C1N(Nc2ccccc2)C(c2ccc(Br)cc2)C12CCCCC2 (stereo not given) | 0 | 20 | 6 | 100 | nt | 103 | 99 | 0.1 | 101 | 102 | 99
O=C(C(c1ccccc1)c1ccccc1)N1CCN(Cc2ccc(Br)cc2)CC1 | 1 | 15 | 10 | 103 | nt | 101 | 98 | 0.5 | 102 | 103 | 98
Cc1cccc(NC(=O)CC2S/C(=N/c3nccs3)N(C)C2=O)c1 (stereo not given) | 0 | 6 | 8 | 95 | nt | 99 | 98 | 0.0 | 95 | 100 | 93
COc1ccc(/C(C)=N/Nc2ncc(Cl)cc2Cl)c(O)c1 | 4 | 20 | 11 | 100 | -21 | 99 | 101 | 0.1 | 103 | 102 | 100
c1ccc(N2CCN(c3ccccc3)C2c2cccs2)cc1 | 4 | 45 | 8 | 100 | nt | 101 | 102 | 0.9 | 99 | 98 | 97
CCN(C(=O)Nc1ccccc1OC)c1c(N)n(Cc2ccccc2)c(=O)[nH]c1=O | 2 | 20 | 14 | 98 | nt | 101 | 100 | 0.2 | 96 | 101 | 99
CCCNC(=O)C1CCN(S(=O)(=O)c2ccc(Br)cc2)CC1 | 0 | 19 | 23 | 94 | -4 | 98 | 96 | 0.4 | 95 | 98 | 91
CCN(CC)c1ncn(Cc2c(Cl)cccc2Cl)c2ncnc1-2 | 1 | 21 | 10 | 102 | -7 | 102 | 101 | 0.7 | 97 | 101 | 99
C/C(CC(=O)Nc1ccc(Cl)c(C(F)(F)F)c1)=N\NC(=O)c1cccc(O)c1 | -1 | 6 | 14 | 83 | -11 | 91 | 84 | -0.5 | 91 | 90 | 92
CCOC(=O)N1CCN(CCC(=O)Nc2ccc(C)c(Br)c2)CC1 | 4 | 65 | 16 | 101 | 15 | 104 | 102 | 0.9 | 98 | 101 | 98
COc1ccc(NC(=O)CN2C(=O)C(C)Oc3ccccc32)c(OC)c1 (stereo not given) | 3 | 42 | 9 | 94 | 4 | 96 | 97 | 0.8 | 95 | 98 | 95
O=C(Oc1ccccc1)c1cc2ccccc2o1 | 5 | 17 | 8 | 103 | nt | 100 | 103 | 0.9 | 102 | 105 | 99
CC(C)C(=O)NC(Nc1ccccc1F)C(Cl)(Cl)Cl (stereo not given) | 5 | 26 | 11 | 95 | 7 | 98 | 95 | 2.0 | 95 | 92 | 94

# Other records.
SMILES,ABCG2 inh,GSH bead fluor,Avidin fluor,Rab2 wt GTP,Pf gamet viab,Cdc42 wt GTP,HRas wt GTP bind,ABCB1 block,Rab7 wt modul,Rac1 wt GTP bind,Rac1 mut GTP
O=[N+]([O-])c1cccc(/C=N/Nc2nccnc2Cl)c1,27,18,8,100,10,104,101,1.2,97,102,99
COc1cccc(N/C(SCc2cccc([N+](=O)[O-])c2)=C(/C#N)C(=O)NCc2cccs2)c1,-6,14,1,99,3,97,100,3.1,97,99,97
O=C(CCC(=O)c1ccc(F)cc1)OC1CCOC1=O (stereo not given),0,25,14,103,3,104,101,-0.1,99,102,100
Cc1cccc(NC(=O)NCCc2ccc(Cl)cc2)c1,3,16,6,93,0,96,93,0.8,90,99,97
CCCN1CN(Cc2ccccc2)CNC1=S,5,10,6,99,-3,103,100,0.4,100,104,102
CCNC(=S)N/N=C(\C)c1cccc(OC)c1,1,7,20,96,-7,93,94,0.0,100,92,92
COCCCN1C(=O)C(=O)/C(=C(/O)c2ccc(C)cc2)C1c1ccccc1 (stereo not given),-9,23,32,98,nt,99,99,0.0,97,103,97
COc1ccc(-c2cc(C(=O)Nc3c(Cl)cc(Cl)cc3Cl)c3ccccc3n2)cc1OC,8,18,5,97,7,95,99,3.7,98,102,100
CCn1c(CSc2ncccn2)nnc1SCC(=O)N1c2ccccc2CC1C (stereo not given),2,34,8,102,nt,103,102,0.6,100,106,100
C=CCc1ccc(OCC(O)CN2CCCCC2)c(OC)c1 (stereo not given),0,32,9,94,-32,95,97,0.1,96,97,96
CCCCc1nc2sc3c(c2c(=O)[nH]1)CCC3,3,32,8,102,18,106,102,0.8,100,107,100
CCn1cnc2cc(NCc3ccc(C)cc3)ccc21,4,35,12,91,nt,92,94,0.5,91,87,91
CCC(=O)NC(c1ccco1)c1cc(Cl)c2cccnc2c1O (stereo not given),1,20,11,97,-1,97,99,0.3,96,101,94
